# Bioassay records as filed in PubChem BioAssay.
# MITF inh: MITF inhibitors, primary screen, biochemical, AlphaScreen, human | Microphthalmia-associated transcription factor (Homo sapiens), O75030 | AlphaScreen MITF homodimerization, bead proximity signal | inhibition, % at 2.6 µM | 650,000 tested, 0.91% active | AID 1259374, 2018; in the data active means inhibition above about 50%;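 further: 0% = vehicle wells with protein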
# Target sequence (O75030 whole entry, looked up): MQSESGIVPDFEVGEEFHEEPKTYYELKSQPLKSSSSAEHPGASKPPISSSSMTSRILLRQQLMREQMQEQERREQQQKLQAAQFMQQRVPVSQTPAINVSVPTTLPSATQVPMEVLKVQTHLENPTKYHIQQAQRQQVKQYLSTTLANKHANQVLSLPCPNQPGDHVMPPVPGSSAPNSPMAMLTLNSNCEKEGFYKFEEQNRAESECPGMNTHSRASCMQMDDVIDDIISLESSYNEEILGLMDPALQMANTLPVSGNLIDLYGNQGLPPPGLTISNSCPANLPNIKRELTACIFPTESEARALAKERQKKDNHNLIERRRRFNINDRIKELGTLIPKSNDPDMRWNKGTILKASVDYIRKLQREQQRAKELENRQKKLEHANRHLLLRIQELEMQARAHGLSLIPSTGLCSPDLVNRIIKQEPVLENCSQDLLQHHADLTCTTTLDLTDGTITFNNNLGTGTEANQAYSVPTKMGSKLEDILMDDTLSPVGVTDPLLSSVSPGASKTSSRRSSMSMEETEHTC
# GPR151 activ: activators of human GPR151, primary screen, cell-based, PathHunter beta-arrestin, luminescence; G-protein coupled receptor 151 (Homo sapiens), Q8TDV0; PathHunter beta-arrestin GPR151 cells; activation, % at 11.2 µM; 650,000 tested, 1% active; in the data active means activation above about 4.9%;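 further: 0% = median of compound wells and 100% = cells with positive control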
# Target sequence (Q8TDV0 whole entry, looked up): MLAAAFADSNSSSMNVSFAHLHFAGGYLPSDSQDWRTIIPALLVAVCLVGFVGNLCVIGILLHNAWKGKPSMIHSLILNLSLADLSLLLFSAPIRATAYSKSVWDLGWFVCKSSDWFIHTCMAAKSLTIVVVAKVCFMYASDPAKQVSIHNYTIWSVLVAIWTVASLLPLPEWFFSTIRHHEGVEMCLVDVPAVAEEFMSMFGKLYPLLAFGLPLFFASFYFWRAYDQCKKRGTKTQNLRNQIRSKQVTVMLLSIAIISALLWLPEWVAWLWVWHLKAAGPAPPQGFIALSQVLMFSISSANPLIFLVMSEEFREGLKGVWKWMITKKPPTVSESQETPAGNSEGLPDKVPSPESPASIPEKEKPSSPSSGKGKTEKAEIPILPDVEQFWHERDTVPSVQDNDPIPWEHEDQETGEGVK
# TEAD-YAP inh: TEAD-YAP interaction inhibition, primary screen, TEAD-YAP interaction inhibitor project, luminescence, HEK-TIYL cells; TEAD-Gal4/YAP UAS-luciferase luminescence; inhibition, % at 9.12 µM; 640,000 tested, 1.4% active; in the data active means inhibition above about 32%;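 further: 0% = median of test compound wells and 100% = reference inhibitor wells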
# FBW7 act: FBW7 E3 ligase activators, primary screen, biochemical, AlphaScreen, human; F-box/WD repeat-containing protein 7 (Homo sapiens), Q969H0; AlphaScreen FBW7–phospho-cyclin E peptide binding, activator screen; normalized activity (activation), % at 26.1 µM; 650,000 tested, 0.13% active; AID 1259310, 2017; in the data active means normalized activity above about 1.9%;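 further: purified mutant Fbw7 with reduced substrate affinity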
# Starred values were filed as active, the others as inactive; & = joins results of further samples.
SMILES,MITF inh,GPR151 activ,TEAD-YAP inh,FBW7 act
NCCNc1ncnc2sc3c(c12)CCCC3,0,-0.4,-10,-0.1
Cc1cccc(OCCC(=O)Nc2ccc(C(N)=O)cc2)c1,-1,1.7,-8,-0.1
Cc1nc(N2CCCC(NC3CCOCC3)CC2)nc2ccc(F)cc12 (stereo unspecified),2,0.5,2,0.1
Cc1c(C#N)c2ccccc2n1CC(=O)N1CCCCC1,-2,2.8,-1,0.0
CCCN(CC(=O)Nc1ccc(F)c(F)c1F)C(=O)c1ccc2c(c1)NC(=O)CS2,0,-0.5,3,-0.2
Cc1cc2nc(-c3cccc(NC(=O)c4ccc(C(C)(C)C)cc4)c3)oc2cc1C,5,0.5,19,-0.2
Cc1ccc(N2C(=O)C3C4c5ccccc5C(C=O)(c5ccccc54)C3C2=O)cc1[N+](=O)[O-] (stereo unspecified),8,1.0,34*,-0.1
Cc1ccc(NC(=O)c2ccc(S(=O)(=O)N3CCCCC3)cc2)c(C)c1,-4,1.2,16,0.3
CCN1CCN(C(=S)Nc2ccc(Cl)cc2)CC1,-7&-5,-1.2&1.3,0&-3,0.1&0.2
Cc1ccc(S(=O)(=O)N(CC(=O)NCCO)Cc2c(F)cccc2Cl)cc1,4,-2.0,-1,-0.1
CCCN(CCC)C(=O)CCNS(=O)(=O)c1ccc2c(c1)c(=O)n(C)c(=O)n2C,9,-0.4,-7,0.1
O=C(O)CCCC(=O)N1N=C(c2c(-c3ccccc3)c3cc(Cl)ccc3[nH]c2=O)CC1c1ccccn1 (stereo unspecified),4,2.2,3,-0.1
CCOC(=O)/C(C#N)=C/c1c(Oc2cc(C)cc(C)c2)nc2c(C)cccn2c1=O,13,-0.5,3,0.1
O=C(Oc1ccc([N+](=O)[O-])cc1[N+](=O)[O-])c1ccc(F)cc1,-14,1.1,-3,-0.1
COc1ccc2nc(-c3ccc(NC(=O)c4cccc(OC)c4OC)cc3)cn2n1,13,0.7,-11,0.9
CCON/C(N)=N/c1nc(C)cc(C)n1,-11,0.2,-7,-0.1
O=C(Nc1cccc(Cl)c1Cl)c1cc2nc(-c3ccccc3)cc(C(F)(F)F)n2n1,-15,-1.2,-7,0.3
COc1ccc2c(c1OC)C(=O)OC2C1c2c(cc3c(c2OC)OCO3)CCN1C (stereo unspecified),-3,0.6,-10,0.2
COc1ccc(C(=O)N2CCC(C(=O)c3ccc(F)cc3)CC2)cc1,19,1.2,9,0.2
CCn1nnc(-c2ccccc2NC(=O)c2ccc(C)cc2)n1,6,1.2,2,0.6

# Twelve of the compounds above, with two lines to a compound:
# Values run as follows: MITF inh, GPR151 activ, TEAD-YAP inh, FBW7 act
- CCN1CCN(C(=S)Nc2ccc(Cl)cc2)CC1
→ -7&-5, -1.2&1.3, 0&-3, 0.1&0.2
- Cc1ccc(S(=O)(=O)N(CC(=O)NCCO)Cc2c(F)cccc2Cl)cc1
→ 4, -2.0, -1, -0.1
- CCCN(CCC)C(=O)CCNS(=O)(=O)c1ccc2c(c1)c(=O)n(C)c(=O)n2C
→ 9, -0.4, -7, 0.1
- O=C(O)CCCC(=O)N1N=C(c2c(-c3ccccc3)c3cc(Cl)ccc3[nH]c2=O)CC1c1ccccn1 (stereo unspecified)
→ 4, 2.2, 3, -0.1
- CCOC(=O)/C(C#N)=C/c1c(Oc2cc(C)cc(C)c2)nc2c(C)cccn2c1=O
→ 13, -0.5, 3, 0.1
- O=C(Oc1ccc([N+](=O)[O-])cc1[N+](=O)[O-])c1ccc(F)cc1
→ -14, 1.1, -3, -0.1
- COc1ccc2nc(-c3ccc(NC(=O)c4cccc(OC)c4OC)cc3)cn2n1
→ 13, 0.7, -11, 0.9
- CCON/C(N)=N/c1nc(C)cc(C)n1
→ -11, 0.2, -7, -0.1
- O=C(Nc1cccc(Cl)c1Cl)c1cc2nc(-c3ccccc3)cc(C(F)(F)F)n2n1
→ -15, -1.2, -7, 0.3
- COc1ccc2c(c1OC)C(=O)OC2C1c2c(cc3c(c2OC)OCO3)CCN1C (stereo unspecified)
→ -3, 0.6, -10, 0.2
- COc1ccc(C(=O)N2CCC(C(=O)c3ccc(F)cc3)CC2)cc1
→ 19, 1.2, 9, 0.2
- CCn1nnc(-c2ccccc2NC(=O)c2ccc(C)cc2)n1
→ 6, 1.2, 2, 0.6

# Remaining list, next part:
SMILES,MITF inh,GPR151 activ,TEAD-YAP inh,FBW7 act
Cn1c(SCC(N)=O)nnc1-c1cccc([N+](=O)[O-])c1,-10,-1.3,-8,0.0
Cc1nc(SCC(=O)Nc2ccc(I)cc2)c(C#N)c(C)c1C,-5,2.0,-30,-0.2
COC(=O)c1cc(S(=O)(=O)NCc2cccs2)cn1C,1,-0.1,2,0.0
O=C(CSc1ncn[nH]1)NNC(=O)c1ccccc1Br,12,-1.3,10,0.1
COc1ccccc1CNC(=O)CCc1c(C)nc2c(-c3ccccc3)c(C)nn2c1C,6,-0.6,4,0.0
O=C(c1ccc(C2SCC(=O)N2CCc2ccccc2)cc1)N1CCCC1 (stereo unspecified),16,0.2,5,-0.1
COc1ccc(NC(=O)/C=C/c2cccc([N+](=O)[O-])c2)c(OC)c1,-10,1.3,-5,0.0
Cc1c(NC(=O)CSc2nnc(-c3cccc(F)c3)n2-c2ccccc2)c(=O)n(-c2ccccc2)n1C,-3,-0.4,0,0.0
CC(=O)c1ccccc1NC(=O)COC(=O)c1cc[n+]([O-])cc1,-2,-1.7,1,-0.1
COc1ccccc1CN1CCN(S(=O)(=O)c2ccc([N+](=O)[O-])cc2)CC1,40,0.5,-12,-0.3
Cc1nc2sccn2c1-c1nnc(SCc2ccc(Cl)cc2)n1C,6,-0.9,0,-0.1
COc1cc(/C=N/NC(=O)c2ccccn2)cc([N+](=O)[O-])c1O,16,0.4,-46,0.1
COc1cc(NC(=O)/C=C/c2ccccc2)c2ncccc2c1,-2,-0.5,-13,0.0
CC(C)(C)c1nnc(NC(=O)Nc2ccc(Cl)cc2)s1,11,0.8,-12,0.2
C=CCNC(=O)COc1ccc(C#N)cc1,11,3.4,-4,0.1
CCc1ccccc1NC(=O)c1cc2c(=O)n3cccc(C)c3nc2n1C,8,0.0,9,0.6
CCN(c1cccc(C)c1)c1ncnc2c1cnn2-c1ccc(OC)cc1,-5,0.1,-6,0.0
O=C(NC1CCCCC1)NC1CC(=O)N(c2ccc(F)cc2)C1 (stereo unspecified),1,-0.5,-7,-0.1
CCOC(=O)c1cnc(-c2ccccn2)nc1C(F)(F)F,-11,-1.0,-21,-0.1
Nc1nc(Nc2ccncc2)cc(Nc2ccc(Oc3ccccc3)cc2)n1,-4,0.3,1,0.0
O=C(NCC1Cc2cccc(-c3ccncc3)c2O1)c1ccccc1F (stereo unspecified),5,-0.7,4,-0.3
COc1ccc(C2NCCS2)cc1[N+](=O)[O-] (stereo unspecified),9,-0.4,1,-0.1
Cc1ccc2[nH]c3c(c2c1)CCCC3N1CCOCC1 (stereo unspecified),16,-1.1,-7,0.2
CCOC(=O)c1cnn(-c2nc3ccccc3s2)c1CNC(C)c1ccco1 (stereo unspecified),6,3.6,-21,-0.1
CCOC(=O)C1=NN(c2ccc(Cl)cc2)C2C(=O)N(c3ccccc3OC)C(=O)C12 (stereo unspecified),18,-1.1,7,0.2
O=C(O)c1cccc(Nc2ncnc3ccc(Br)cc23)c1,16,0.7,-1,0.0
O=C(COC(=O)CC1CC2CCC1C2)NC(=O)NC1CCCC1 (stereo unspecified),5,-0.4,1,0.0
COc1ccc(C2N(Cc3ccccc3)CCN2Cc2ccccc2)c2ccccc12,-21,-0.7,3,0.4
OCCC1CCCCN1c1ccnc2c(-c3ccccc3F)cnn12 (stereo unspecified),-8,-0.3,63*,-0.4
O=C(c1cccc([N+](=O)[O-])c1)c1ccc2c(c1)C(=O)N(c1ccccc1)C2=O,-10,0.6,-1,-0.1
Cc1cc(Cl)ccc1NS(=O)(=O)c1cccs1,3,0.9,-3,-0.1
CC1CCN(Cc2nnnn2CCCC(=O)NCCc2cccc(Cl)c2)CC1,65*,1.4,5,0.4
O=C(NCC1CCCN(C2CCSCC2)C1)C1(c2ccc(Cl)cc2)CC1 (stereo unspecified),9,-0.5,4,0.1
Cn1c(=O)c2c(ncn2CC(=O)Nc2ccc(S(=O)(=O)N3CCOCC3)cc2)n(C)c1=O,12,1.1,5,-0.4
COc1ccc(OC)c(S(=O)(=O)Nc2cc(C)ccn2)c1,-6,0.3,-10,-0.4
COc1ccc2cc(Br)ccc2c1CC(=O)NC1CC(C)(C)NC(C)(C)C1,15,1.4,-16,0.1
CCOC(=O)c1c(C)[nH]c(C)c1C(=O)COC(=O)CSc1nc2ccccc2o1,9,0.1,-8,0.1
COc1ccc(C)cc1-n1c(C)cc(/C=C2/C(=N)N3C=CSC3=NC2=O)c1C,15,-1.5,51*,0.7
O=C(NCc1ccccc1)c1cc([N+](=O)[O-])ccc1Cl,-9,-0.5,7,0.0
COc1ccc(NC(=O)CCCc2ccccc2)c(OC)c1,0,1.3,-44,0.1
CCOC(=O)C1=C(C)NC2=C(C(=O)CCC2)C1c1ccc(O)c(OC)c1 (stereo unspecified),4,-1.1,-7,-0.1
O=C(Nc1nnc(-c2ccncc2)s1)c1cc2c(s1)CCCC2,11,0.4,-5,0.0
CC(C)C(=O)N(c1ccc(Br)cc1)C1C=CS(=O)(=O)C1 (stereo unspecified),3,0.4,-2,-0.1
O=c1[nH]c(=O)n(Cc2cccs2)c(O)c1/C=C1\C=Nc2ccc(Br)cc21,22,-1.8,9,-0.1
Cc1cccc(Cn2c(NCCN(C)C)nc3c2c(=O)[nH]c(=O)n3C)c1,5,0.9,6,-0.1
COc1ccc(CN2CCN(CCCc3ccccc3)C(CCO)C2)c(OC)c1 (stereo unspecified),-17,5.0*,6,0.0
O=C(c1ccc(Cl)nc1)N1CCCC1,-1,0.0,3,-0.1
CCCN1CCN(C(=O)CC(=O)Nc2ccc3nc4n(c(=O)c3c2)CCCCC4)CC1,6,-0.6,3,-0.1
c1ccc(N2CCN(c3nccc(NCCN4CCOCC4)n3)CC2)nc1,0,0.1,8,0.0
COc1ccc(/C=C2\C(=O)NN(c3ccc(Br)cc3)C2=O)cc1OC,15,-0.3,3,-0.3
# Next results:
SMILES,MITF inh,GPR151 activ,TEAD-YAP inh,FBW7 act
COc1ccc(OC)c(NC(=O)c2cc(Cl)ccc2[N+](=O)[O-])c1,-15,-1.1,-21,-0.1
CC1(C)Cc2c(sc(N)c2C#N)CO1,7,1.7,6,-0.2
CCNc1ncc(C(=O)NC2CC2)s1,15,0.4,-20,0.2
Cc1cccnc1CCNCc1c(C(=O)N2C[C@@H](C)O[C@@H](C)C2)nc2ccc(Cl)cn12,6,-1.4,10,0.2
CC(NC(=O)C(=O)NCCN1CCOCC1)C(c1cccs1)N1CCN(C)CC1 (stereo unspecified),-8,-0.5,0,0.4
COc1cccc(C2=NS(=O)(=O)N(C)C(C(=O)N3CCCC3)=C2)c1,5,-0.8,11,0.2
Fc1ccc(Nc2ncnc3sc4c(c23)CCCC4)cc1Cl,-16,0.3,0,0.1
COC(=O)Cn1cc(CN2CCc3nc(N4CCCC4)[nH]c(=O)c3C2)c2ccccc21,-3,0.0,4,-0.1
COc1cccc(C(=O)NC(C)c2nnc3n2CCN(Cc2sccc2C)CC3)c1 (stereo unspecified),-2,1.0,-14,-0.2
C=CCN1C(=O)C(Cc2ccc(O)cc2)NC1=S (stereo unspecified),10,0.1,2,0.0
O=C(CCc1nnc(-c2ccccc2)o1)NC1(c2ccccc2)CC1,-2,-0.1,-8,0.1
COc1ccc([C@@H]2CCN(C(=O)c3cncnc3)C[C@H]2O)cc1,2,-0.7,-2,-0.5
Cc1nnc(NC(=O)c2ccccc2C)s1,-7,-2.8,-36,-0.3
CCc1ccc(C(=O)CSc2n[nH]c(-c3ccncc3)n2)cc1,10,0.5,8,0.1
CN(C)C(=O)CNC(=O)COc1ccc(Cl)cc1,4,-1.1,1,-0.1
CCCCOc1ccc(N2C(=O)CC(N3CCSCC3)C2=O)cc1 (stereo unspecified),11,-0.4,-2,0.0
COC(=O)c1ccc(N2C(=O)NC(=O)/C(=C\c3cccc(Br)c3)C2=O)cc1,-2,0.1,0,-0.1
CC(CC(=O)NCc1ccco1)Cc1nc2ccccc2c(=O)[nH]1 (stereo unspecified),14,0.9,8,0.1
Cc1c(C(=O)NC(C)C)sc2ncnc(N3CCN(c4ccccc4F)CC3)c12,-7,-0.5,-9,0.1
Cc1ccc(C(=O)N2CCc3nnc(C(NC(=O)C4CCOC4)C(C)C)n3CC2)s1 (stereo unspecified),2,0.9,5,0.1
O=C(CCCn1c2ccccc2c2cn[nH]c(=O)c21)NCC1CCCO1 (stereo unspecified),6,0.6,-7,0.1
Cc1[nH]c2ccccc2c1SCC(=O)O,8,0.5,7,0.0
COc1ccc(/C=N/NS(=O)(=O)c2ccc(C)cc2)c2ccccc12,5,-0.2,4,0.1
O=C1N=c2ccccc2=C/C1=C\c1[nH]c(=S)[nH]c1O,2,-0.3,-5,0.0
CCCCOc1ccc(S(=O)(=O)N(Cc2ccccc2)Cc2ccccc2)cc1,-4,0.7,-1,0.1
CCC(Oc1ccccc1)C(=O)Nc1ccccn1 (stereo unspecified),13,-0.8,3,-0.1
Cc1cc(NC(=O)CC2Nc3ccccc3NC2=O)no1 (stereo unspecified),-4,2.7,-5,0.2
COCCN(C)Cc1c(C(=O)N2CCc3ccccc3C2)nc2ccc(Cl)cn12,17,-0.3,7,0.6
